MT stabilizer = microtubule stabilizers in HeLa cells; HeLa tubulin immunostaining HCS, 24 h; share of cells brighter than vehicle mean+2SD; % tubulin-high responders, % at 10 µM; 0.83% of 200,000 active;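 active = plate Z-score above 3 for both tubulin-high and condensed-nucleus cell shares, with cell loss under 80%, at 10 µM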;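 note: anti alpha tubulin signal scored within the nucleus-defined area of each cell; some results filed as inactive read as strong as hits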
PMI inhibitors = MPI enzyme activity inhibition – biochemical, fluorescence intensity, coupled assay, primary screen (AID 1209). inhibition, % at 20 µM; hits with a dose series show IC50 in µM. 0.42% of 190,000 active. purified PMI enzyme, coupled fluorescence intensity; higher % means a stronger effect;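 note: plate controls were DMSO vehicle for no effect and wells lacking substrate for full effect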
T cell modulator = modulates CD8 T cell binding to vesicles | 2C CD8+ T cell-vesicle binding, flow cytometry; active compounds read low | calls only at 7 µM | 0.068% of 330,000 active;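 active = response, share of CD8 T cells binding vesicles, and their 90th percentile fluorescence all below set limits, cut at about 80% in these data, passing the limit was not always enough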
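Test system: purified 2C TCR transgenic mouse naive CD8+ T cells. Probe or stimulus: QL9-peptide-loaded Drosophila micro-vesicles bearing Ld, ICAM-1 and B7-1. Incubation: binding step 1.5 h, 37 °C, antibody labelling 20 min, ice. Measured by: flow cytometry of vesicle-bound cells.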
Insulin prom up = MIN6 insulin promoter up-regulation | MIN6 insulin promoter-GFP reporter, high-content imaging; active compounds read high | z-score at 5 µM | 0.3% of 190,000 active | AID 1625;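 active = z-score above 3 at 5 µM with at least 500 cells counted in the well; inconclusive = wells under 500 cells, flagged as cytotoxic or low count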
bCat nuc transl = alters nuclear translocation of beta-catenin in HeLa cells. immunofluorescence imaging. nuclear translocation activity, % at 5 µM. 0.3% of 190,000 active;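 active = nuclear translocation activity above 50% at 5 µM, with a well cell count of 50 or more; inconclusive = wells under 50 cells across six images, flagged as toxic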;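 note: per-cell ratio of nuclear to cytoplasmic median beta-catenin stain intensity; plate controls were DMSO negative control for no effect and GSK-3 inhibitor IX positive control for full effect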
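Test system: human HeLa cell line; Doses: 5 µM primary, 0.02–20 µM confirmation; Incubation: 24 h compound exposure, 37°C; Detection: beta-catenin immunofluorescence imaging with DAPI; Read-out: beta-catenin nuclear/cytoplasmic ratio, % activation.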
Hep lipid drop = hepatic lipid droplet formation modulation; AML12 mouse hepatocytes, oleate lipid droplets, BODIPY imaging; inhibition, % at 6.5 µM; 0.4% of 240,000 active;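 active = lipid droplet intensity inhibited by at least 50%, with more than 500 cells counted; inconclusive = wells with under 300 cells, treated as cytotoxic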
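Assay system: AML12 hepatocytes (mouse); Probe or stimulus: oleic acid at 100 µM to induce lipid droplet formation; Dosing: compound at 6.5 µM only; Schedule: compound with oleate, overnight; Detection: fluorescence imaging, 20x objective, two fields per well; Measure: % inhibition of lipid droplet signal.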
TNAP activators = stimulation of alkaline phosphatase TNAP activity – biochemical, luminescent, no phosphate acceptor, uHTS, primary screen (AID 1001). purified TNAP, luminescent activation assay, no phosphate acceptor; higher activation fold means a stronger effect. one-dose activation fold at 20 µM; EC50 in µM for titrated hits. 0.03% of 200,000 active; in the data active = activation fold from about 3, or a potency from the dose series; inactive = the rest, 99 in 100 with activation fold below about 1.6; note: many of its hits are not listed in these tables
PMI inhibition = MPI inhibition at elevated mannose 6-phosphate – biochemical, fluorescence intensity, high mannose 6-phosphate, primary screen (AID 1220); 0.66% of 190,000 active; one-dose inhibition, % at 20 µM; IC50 in µM for titrated hits; recombinant PMI enzyme, coupled fluorescence intensity; higher % means a stronger effect
Autophagy HCS = modulators of autophagy; 0.98% of 190,000 active; AID 463193; calls only at 10 µM (by protocol); MEF GFP-LC3 puncta imaging; test concentration mostly 10 µM;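 active = percentage of spot-positive cells more than 3 SD above its plate mean, without a fluorescence outlier flag or 80% toxicity; inconclusive = no clear call, values can overlap the other calls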;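 note: spot-positive cell cutoff set from DMSO-treated cells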
Insulin prom up cell count = also measured in Insulin prom up; calls as there; cell count; measured here: cytotoxicity, nuclei count;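 total cells summed across four imaged fields per well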
Hep lipid drop cells 6.5 µM = recorded beside Hep lipid drop, whose call it bears; cell count; measured here: cell count, cytotoxicity flag;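 cells counted across two imaged fields per well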
bCat nuc transl cell count 5 µM = second read-out of bCat nuc transl, no call of its own (marks repeat the call); cell count; measured here: cell count, cytotoxicity flag
T cell modulator vesicle-bound % = second read-out of T cell modulator, no call of its own (marks repeat the call); double positive events, %; measured here: CD8+ vesicle-bound cell fraction;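 binding gate set so that unloaded-vesicle control wells show 10% double positive cells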
MT stabilizer Hoechst-high % = further read-out of MT stabilizer, marked with its call; % Hoechst-high responders; measured here: nuclear condensation Hoechst responders;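 share of cells brighter than vehicle mean plus two SD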
MT stabilizer cytotoxicity % = also measured in MT stabilizer; calls as there; toxicity, %; measured here: cytotoxicity by cell density;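 0% = mean cell density of plate MIN control wells and 100% = no cells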
Autophagy HCS cell loss 18 h = recorded beside Autophagy HCS, whose call it bears; toxicity, %; measured here: cell loss, nuclei count;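 cell loss after 18 h compound exposure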
* = called active by the depositor; i = inactive; ? = inconclusive; . = not tested or not shown; + = active, no number. Cut-off read from the data, not from the text of the source, unless noted: active = inhibition above about 50%; inactive = the rest.

SMILES	MT stabilizer	MT stabilizer Hoechst-high %	MT stabilizer cytotoxicity %	PMI inhibitors	T cell modulator	T cell modulator vesicle-bound %	Insulin prom up	Insulin prom up cell count	bCat nuc transl	bCat nuc transl cell count 5 µM	Hep lipid drop	Hep lipid drop cells 6.5 µM	TNAP activators	PMI inhibition	Autophagy HCS	Autophagy HCS cell loss 18 h
CC(C)(C)OC(=O)N1CCC(C(=O)O)CC1	2.6	1.2	3.8	-2%	i	43	0.14	870	.	.	-14	817	1.1	-5%	i	-1
COCC(C)n1c(C)cc(C(=O)CSc2ncccn2)c1C (stereo not given)	3.6	1.9	4.9	-7%	i	33	.	.	-6.7	1133	-13	671	1.1	4%	i	-8
CCOc1cc(/C=N\Nc2ccc([N+](=O)[O-])cc2)ccc1OCC(=O)Nc1ccc(C)c(C)c1	2.7	1.4	7.5	10%	i	55	.	.	.	.	.	.	0.9	5%	+	-19*
Cc1cc(Cl)ccc1OCC(=O)N1CCCCC1	3.0	1.4	4.1	7%	i	33	-0.16	1283	1.0	1098	-22	681	1	8%	i	3
CN(Cc1nc(-c2cnccn2)no1)CC(O)c1ccccc1 (stereo not given)	3.2	3.2	8.2	7%	i	38	0.54	1460	-2.3	1008	-8	695	1.1	4%	i	24
O=C(CC1N=C2c3ccccc3N=C(SCc3ccc(F)cc3)N2C1=O)NCc1ccco1 (stereo not given)	12	7.4	1.6	20%	i	34	0.1	1855	0.8	983	-14	633	1	7%	i	-2
Cc1cc(C)cc(N(C(=O)c2csnn2)C(C(=O)NC(C)(C)C)c2cccnc2)c1 (stereo not given)	2.3	2.0	7.3	9%	i	35	.	.	0.0	1598	16	728	1.1	4%	i	-9
Cc1nc(NC2=NC(C(=O)Nc3ccc(Cl)cc3)CC(=O)N2)nc2ccccc12 (stereo not given)	3.0	1.0	4.0	-4%	.	.	0.35	1539	-1.7	1244	.	.	1	-10%	i	27
O=C(Nc1nnc(C2CC2)s1)C1=NN(C2CCS(=O)(=O)C2)C(=O)CC1 (stereo not given)	6.1	2.0	5.8	-9%	i	17	-0.23	1294	-0.4	1124	15	713	1.1	-9%	i	4
CCCCn1nc(CC(=O)NCCN(CC)CC)c2ccccc2c1=O	.	.	.	.	i	33	0.2	989	-1.8	1361	10	696	.	.	.	.
C1CN=C(NC23CC4CC(CC(C4)C2)C3)C1	6.1	1.1	12	-6%	i	44	0.13	1265	0.7	548	.	.	1.1	-8%	i	11
CCCCn1c(N)c(N(CC(C)C)C(=O)CCCSc2nncs2)c(=O)[nH]c1=O	3.4	2.8	10	3%	i	28	0.91	1383	-2.4	1017	14	672	1.1	9%	i	17
CCn1c(/C=C2\C(=O)Nc3ccccc32)nc2ccccc2c1=O	2.4	1.9	9.3	9%	i	8	0.21	1123	-1.8	807	3	543	1.2	2%	i	-8
COC(=O)CCNC(=O)Cn1cnc2sc3c(c2c1=O)CCCC3	4.1	2.6	9.4	-9%	i	56	.	.	.	.	10	783	1.1	-12%	i	-8
COc1ccccc1C1CC(c2ccc(Cl)cc2Cl)Nc2nc(N)nn21 (stereo not given)	2.9	3.1	7.0	7%	i	61	-0.34	1006	-1.1	1121	.	.	1.1	10%	.	.
CN1C(CC(=O)Nc2ccc(Cl)cc2Cl)c2ccccc2CC1(C)C (stereo not given)	.	.	.	.	i	12	-0.83	1100	-0.1	1284	4	722	.	.	.	.
COc1ccc(N2CCN(C(c3cccc(OC)c3OC)c3nnnn3C3CCCC3)CC2)cc1 (stereo not given)	3.0	2.1	7.9	27%	i	43	0.17	1877	-2.0	1074	-30	697	1.1	13%	i	37
Cc1ccc(C)c(OCCCCn2cnc3ccccc3c2=O)c1	2.0	1.8	7.9	2%	i	17	-0.88	1203	3.8	1343	.	.	1.1	-1%	i	-2
COC(OC)c1ccnc(-c2ccc(OC(=O)c3ccc(F)cc3)cc2)n1	2.4	1.7	2.2	5%	i	14	-0.29	1165	-1.6	1089	7	635	1.1	-1%	i	-5
Cn1nnnc1-c1cc(Br)ccc1NC(=O)c1ccccc1	4.3	2.7	7.0	-2%	i	39	-0.48	1589	1.1	1342	.	.	1.1	-8%	i	22
Cc1cc(C)cc(NC(=O)CSc2nc3ccncc3[nH]2)c1	0.8	3.5	9.4	8%	i	20	0.53	912	.	.	.	.	1	2%	i	9
Cc1cccc(S(=O)(=O)NNC(=O)c2cc(-c3ccc(F)cc3)nc3ccccc23)c1	2.9	1.5	9.2	-2%	i	32	-0.39	1622	-0.8	1475	.	.	1	1%	i	38
CN(C)c1ccc(/C=N/NS(=O)(=O)c2ccc(Br)cc2)cc1	.	.	.	.	i	35	0.12	1007	-0.1	1344	3	775	.	.	.	.
CCCNCc1cc(OCC)c(OCC(N)=O)cc1Br	2.9	2.1	18	0%	i	40	0.09	1263	-1.0	1045	-1	774	1.1	6%	i	-4
N#CC1=C(N)N(c2ncn[nH]2)C2=C(C(=O)CCC2)C1c1ccc(F)cc1 (stereo not given)	3.8	2.4	11	22%	i	61	-0.18	1210	0.3	517	16	705	1.1	47%	i	-7
CC1(C)CC(CNCCC(c2ccc(F)cc2)c2ccco2)CCO1 (stereo not given)	.	.	.	.	i	39	0.52	1072	-0.2	1302	-2	693	.	.	.	.
Cc1ccc(-n2nc3c(c2NC(=O)c2ccc(OC(C)C)cc2)CS(=O)C3)cc1 (stereo not given)	3.0	3.0	2.4	4%	i	28	-0.18	1408	-0.7	961	.	.	1.1	7%	i	14
Fc1cccc(CN2CCN(Cc3nc(CCc4ccccc4)no3)CC2)c1	3.8	3.0	7.4	16%	i	32	-0.16	1448	-0.8	975	-20	729	1.1	10%	i	-16
COC(=O)c1sc(N2CCN(c3ccc(Cl)cc3)CC2)nc1N	1.9	3.8	5.6	3%	i	35	0.09	1259	-0.3	1107	20	725	1.3	7%	i	-4
Fc1ccccc1/C=C1\CCCC2=C1Nc1nnnn1C2c1ccccc1F (stereo not given)	13	4.7	6.3	-4%	i	17	.	.	.	.	.	.	1.1	-10%	i	6
Cc1ccc(S(=O)(=O)C(C#N)c2nc3ccccc3nc2N2CC(C)OC(C)C2)cc1C (stereo not given)	3.3	2.5	14	-36%	i	22	0.2	1193	-0.1	1093	.	.	1.1	-47%	i	26
COc1ccc(S(=O)(=O)Nc2ccncc2)c(C)c1C	3.9	1.5	7.7	5%	i	25	1.2	1597	-2.0	1119	-7	714	1.1	10%	i	-9
CCOC(=O)N1CCN(C(=O)C2c3cc(OC)c(OC)cc3C(=O)N3CCc4ccccc4C23)CC1 (stereo not given)	1.2	1.5	4.5	7%	i	65	.	.	.	.	-5	647	1	5%	i	0
COC(=O)c1ccccc1NC(=O)CN1CCC(n2nnc3cc(C)ccc32)CC1	.	.	.	-2%	.	.	0.71	1089	-4.7	854	.	.	1	-6%	.	.
O=C(O)c1cnn2c(C(F)F)cc(C(F)F)nc12	3.5	1.8	5.1	-20%	i	42	.	.	-1.5	1188	-1	707	1.1	-17%	i	-11
COc1cc(C2=NOC(C(=O)N3CCN(c4ccc(F)cc4)CC3)C2)cc(OC)c1OC (stereo not given)	2.5	1.4	2.5	12%	i	2	-1.3	1090	-4.0	801	.	.	1	4%	i	-15
CC(=C\c1ccccc1)/C=C1/SC(=S)N(C(C(=O)O)C(C)C)C1=O (stereo not given)	2.9	1.1	4.5	0%	.	.	0.82	1272	2.7	1165	9	698	0.9	2%	i	8
COc1ccc(C=C2c3ccccc3C(=O)c3ccccc32)c(OC)c1	.	.	.	.	i	24	?	.	82*	419*	-38	564	.	.	.	.
Cc1ccc(-c2nnn(CC(=O)N(c3ccc4c(c3)OCCO4)C(C(=O)NCC3CCCO3)c3ccc(F)cc3)n2)o1 (stereo not given)	2.8	2.8	8.6	0%	i	57	-0.26	1314	-4.8	1117	5	660	1.1	-1%	i	9
CN1CCN(c2nc3nonc3nc2N2CCN(C)CC2)CC1	2.8	3.2	13	0%	i	22	-0.55	1414	-1.0	1013	.	.	1.1	6%	i	7

Some of these compounds in order of the PMI inhibitors value, lowest first:
Compound | PMI inhibitors
COc1ccc(S(=O)(=O)Nc2ccncc2)c(C)c1C | 5%
Cc1cc(Cl)ccc1OCC(=O)N1CCCCC1 | 7%
O=C(CC1N=C2c3ccccc3N=C(SCc3ccc(F)cc3)N2C1=O)NCc1ccco1 (stereo not given) | 20%

Further results:
SMILES	MT stabilizer	MT stabilizer Hoechst-high %	MT stabilizer cytotoxicity %	PMI inhibitors	T cell modulator	T cell modulator vesicle-bound %	Insulin prom up	Insulin prom up cell count	bCat nuc transl	bCat nuc transl cell count 5 µM	Hep lipid drop	Hep lipid drop cells 6.5 µM	TNAP activators	PMI inhibition	Autophagy HCS	Autophagy HCS cell loss 18 h
COc1cccc(-c2noc(CCC(=O)Nc3cccnc3)n2)c1	5.6	3.5	3.5	11%	i	47	-0.64	820	2.2	1138	-14	746	1.1	7%	i	4
COc1ccc(N2CCN(C(=O)c3ccc(-n4nc(C)cc4C)cc3)CC2)cc1	1.5	0.1	13	19%	i	30	0.72	1178	-4.4	1193	-7	703	1	12%	i	0
O=C(CC1S/C(=N/N=C/c2cccs2)NC1=O)Nc1ccccc1F (stereo not given)	2.1	3.1	7.9	-4%	i	39	-0.28	1703	-5.0	1045	2	703	1.1	-4%	i	2
Cc1cc(C)n(CCOc2ccc(Cl)cc2Cl)n1	4.8	5.0	9.7	-12%	i	7	0.13	1539	-7.8	938	.	.	1.1	9%	i	6
COc1ccc(OC)c(S(=O)(=O)N2C(C)CCCC2C)c1 (stereo not given)	4.3	2.4	8.4	10%	i	66	-0.54	1032	-4.1	1115	.	.	1.1	10%	i	2
